Screening results (PubChem)
aSyn tox rescue: alpha-synuclein toxicity suppression in yeast. Potency, µM (series often up to 46.1 µM), without a hit: top-dose growth rescue (activation), actives largely listed as activators. 94,000 compounds, 0.02% hits. S. cerevisiae alpha-synuclein toxicity rescue, BacTiter-Glo growth, 24 h; active means well fitted activation curve with a large enough effect; inconclusive means small, poorly fitted or top-dose-only effect; further: 0% is about no effect
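Growth restoration measured by BacTiter-Glo luminescence after 24 hr at 30 deg C; alpha-synuclein yeast, raffinose-pregrown to mid-log, were added at OD600=0.02 in galactose medium onto pinned compounds.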
Numbers without * were called inactive; ? = inconclusive; & = joins results of further samples. Potency means the concentration at half of the fitted maximal effect. This is a subset. The share of hits here may be higher or lower than overall.

SMILES | aSyn tox rescue
CC(=O)Nc1ccc(C=C(C#N)c2ccc(C)cc2)cc1 | 2%
CCOc1ccccc1NC(=O)C1CCCN(c2ncnc3onc(-c4ccc(F)cc4)c23)C1 (stereo not given) | -12%
Cc1ccc(N2CC(c3nnc(Cc4ccccc4Cl)o3)CC2=O)cc1 (stereo not given) | -1%
Cc1ccc(S(=O)(=O)N(C)C)cc1NC(=O)CN1C(=O)NC(Cc2ccccc2)C1=O (stereo not given) | -2%
COc1ccc(C(=O)NNC(=O)CSc2nnc(C(C)C)n2C)cc1 | 1%
CC(C)Cc1nc2sc3c(c2c(=O)n1N)CC(C)(C)OC3 | -2%
O=C(Nc1cccc(C(=O)N2CCN(c3ccc(F)cc3)CC2)c1)c1nsc2ccccc12 | 1%
COCCN1C(=O)CC(NNC(=O)c2ccc(S(=O)(=O)N3CCCC3)cc2)C1=O (stereo not given) | -5%
O=C(NCc1ccccc1)C(=O)NCC(c1ccco1)N1CCOCC1 (stereo not given) | 7%
Cc1cc(C(=O)NCc2ccc3c(c2)OCO3)c(C)o1 | -2%
COc1ccc(-c2ccc(CN3C(C)C(=O)N(Cc4cn(CCC5OCCO5)nn4)CCS3(=O)=O)cc2)cn1 (stereo not given) | -1%
CCOC(=O)c1cc(NC(=O)c2ccc(C)cc2)c(=O)n2c1oc1ccc(Cl)cc12 | -10%
O=C1c2ccccc2S(=O)(=O)c2cc(-c3nn[nH]n3)ccc21 | -1%
Cc1cc(NC(=O)c2noc3c2CCc2ccccc2-3)n(-c2ccccc2)n1 | 9%
Cc1ccc2c(c1)N(CC(=O)N1CCCCC1)C(=O)C(C)O2 (stereo not given) | 8%
Cc1ccc2[nH]c(=O)c3cc(C(=O)N(C)Cc4ccco4)sc3c2c1 | 6%
COc1ccc(NC(=O)c2ccccc2Cl)c(NC(=O)c2ccco2)c1 | 8%
COc1ccc(CNC(=O)C(CC(C)C)NS(=O)(=O)c2ccc3c(c2)CCN3C(C)=O)cc1 (stereo not given) | 7%
CCOc1ccc(-c2cc(C(=O)N3CCN(c4cc(Cl)ccc4C)CC3)c3ccccc3n2)cc1 | 1%
COc1ccc(Cl)cc1NC(=O)c1sc2nc(-c3ccc(OC)c(OC)c3)ccc2c1N | -7%
O=[N+]([O-])c1ccc(/C=[N+](\[O-])CCO)o1 | 4%
COc1ccc(-n2c(SCC(N)=O)nc3c(oc4ccccc43)c2=O)cc1 | 1%
Cc1nnc(N2CCC(C(=O)NC3CCC(C)CC3)CC2)c2nn(-c3ccc(Cl)cc3)c(C)c12 (stereo not given) | 6%
O=C(c1ccccc1)N(CCCl)C(=O)N(CCCl)C(=O)c1ccccc1 | 17%
CCOCc1cc(CN2CCN(c3cccc(Cl)c3)CC2)c(O)c2ncccc12 | ?

Carrying on:
SMILES | aSyn tox rescue
Nc1nnc(SCC(=O)Nc2nccs2)s1 | -8%
CC(=O)c1ccc(NC(=O)COc2ccccc2-c2nc(C)no2)cc1 | 10%
COc1cccc(-n2nc(C(C)=O)c(=O)[nH]c2=O)c1 | -11%
O=C(COc1ccccc1-c1nc(-c2ccccc2)no1)Nc1cccc([N+](=O)[O-])c1 | -3%
COc1ccc(-c2cn3c(n2)sc2cc(C(=O)Nc4cccc(OC)c4)ccc23)cc1 | -1%
Cc1ccc(N2CC(NC(=O)c3ccc(Br)o3)CC2=O)cc1C (stereo not given) | 4%
CCOC(=O)c1cccc(NC(=O)CCn2c(=O)oc3ccccc32)c1 | 7%&6%
Cc1cccc(C(=O)N2CCc3cc(CNC(=O)CSc4ccccc4)ccc32)c1 | -8%
CC(C)(C)c1ccc(C(=O)NCC(=O)OCc2cc(=O)n3nc(C4CC4)sc3n2)cc1 | 3%
Cc1cccc(C)c1N1CCN(c2n[nH]c(N)n2)CC1 | -3%
COc1ccc(-c2nc3cc(NC(=O)c4cc5ccccc5o4)ccc3o2)cc1 | -6%
CCc1ccccc1NC(=O)CN(C)S(=O)(=O)c1cccc2nsnc12 | 4%
O=S(=O)(NCCc1csc2nc(-c3ccccc3)nn12)c1cccs1 | -13%
CCn1c(=O)c(=O)n(CC)c2cc(N3CCCCC3)c(NC(=O)c3cccc(OC)c3)cc21 | -11%
CCN1Cc2cccc(C(=O)Nc3ccc(F)cc3)c2C1=O | -5%
COc1ccc(OC)c(NCCN2C(=O)c3ccccc3C2=O)c1 | 3%
O=C(O)c1cccc(S(=O)(=O)N(Cc2ccccc2)c2ccc(Cl)cc2)c1 | 10%
CC(C)COc1ccc(C(=O)N2CCCCC2CCN2CCOCC2)cc1 (stereo not given) | 6%
CC(C)CCn1c2ccccc2c2cc(CC(N)=O)ccc21 | 5%
COc1cc2c(cc1NC(=O)COc1cc(C)cc(C)c1)oc1ccccc12 | -1%
Oc1ccc(Nc2ncnc3scc(-c4ccccc4)c23)cc1 | 0%
Cc1ccccc1OCC(=O)NNC=O | 0%
COc1ccc(S(=O)(=O)Nc2ccc3c(c2)C(=O)N([C@H](C)CO)C[C@H](C)[C@@H](CN(C)C(=O)Nc2ccc(F)cc2)OCCCC[C@H](C)O3)cc1 | 2%
CCN1CCN(c2ccc(S(=O)(=O)N3CCOCC3)cc2NC(=O)c2ccc(Cl)cc2Cl)CC1 | 2%
COc1cccc(OC)c1C(=O)Nc1ccc2c(c1)CCCN2S(=O)(=O)c1ccc(C)cc1 | -5%

A different layout for some results above:
| SMILES | aSyn tox rescue |
| --- | --- |
| CCOCc1cc(CN2CCN(c3cccc(Cl)c3)CC2)c(O)c2ncccc12 | ? |
| Nc1nnc(SCC(=O)Nc2nccs2)s1 | -8% |
| CC(=O)c1ccc(NC(=O)COc2ccccc2-c2nc(C)no2)cc1 | 10% |
| COc1cccc(-n2nc(C(C)=O)c(=O)[nH]c2=O)c1 | -11% |
| O=C(COc1ccccc1-c1nc(-c2ccccc2)no1)Nc1cccc([N+](=O)[O-])c1 | -3% |
| COc1ccc(-c2cn3c(n2)sc2cc(C(=O)Nc4cccc(OC)c4)ccc23)cc1 | -1% |

The list goes on.
SMILES | aSyn tox rescue
Cc1ccn2cc(CNS(=O)(=O)c3cccs3)nc2c1 | 4%
Cc1cccc(S(=O)(=O)N(C)C[C@@H]2OCc3cnnn3CCCC(=O)N([C@@H](C)CO)C[C@@H]2C)c1 | -2%
COc1cc(OC)c(NC(=O)C2CCN(S(=O)(=O)c3c(C)noc3/C=C/c3c(C)cc(C)cc3C)CC2)cc1Cl | 3%
CCn1c(SCC(=O)N2CCc3ccccc32)nc2c(c1=O)SC(C)C2 (stereo not given) | 2%
C[C@@H]1CN([C@H](C)CO)S(=O)(=O)c2ccc(Br)cc2O[C@H]1CN(C)C(=O)Nc1ccc(F)cc1 | 3%
O=C(NC1CCN(Cc2ccccc2)CC1)c1cccc(S(=O)(=O)Nc2ccc(Br)cc2)c1 | -4%
Cn1c(SCC(=O)Nc2cccc(S(=O)(=O)N3CCOCC3)c2)nnc1-c1ccncc1 | -7%
O=C(CSc1ncc(-c2ccccc2)[nH]1)Nc1ccc(Cl)cc1 | 4%
O=c1cc(-c2ccc(F)cc2)nc(SCc2nc(-c3ccc(Cl)cc3)no2)[nH]1 | -10%
O=C(Cn1c(=O)n(Cc2nc(-c3ccccc3)no2)c(=O)c2ccccc21)Nc1cccc(C(F)(F)F)c1 | -4%
CCOc1cccc(C(=O)N(Cc2ccc(C(C)C)cc2)C2CCS(=O)(=O)C2)c1 (stereo not given) | 27%
Cc1ccc(Cl)cc1N1CCN(C(=O)c2ccc3c(Cl)c4c(nc3c2)CCCC4)CC1 | 11%
COc1ccc2c(c1)cc(CNc1ccc(OC)c(OC)c1)c(=O)n2CC(=O)Nc1ccc(F)cc1 | 5%
COc1ccc(NC(=O)c2cc(=O)c3ccc(C)c(C)c3o2)cc1Cl | -2%
CN(Cc1ccccc1F)C(=O)COc1ccc(C(=O)c2ccccc2)cc1 | 1%
Cc1c(N2C(=O)C(=O)/C(=C(/O)c3ccc(Br)cc3)C2c2cccnc2)c(=O)n(-c2ccccc2)n1C (stereo not given) | -1%
COc1cccc(CNC(=O)[C@H](C)NC(=O)N2CC(=O)Nc3ccccc32)c1 | 0%
CCc1cccc(NC(=O)Cn2c(C(=O)OC)cc3occc32)c1 | -1%
Nc1c(-c2nc(-c3ccccc3)no2)nnn1CC(=O)Nc1ccccc1 | 2%
CCOc1ccc(N2C(=O)CC(N(CCc3ccc(S(N)(=O)=O)cc3)C(C)=O)C2=O)cc1 (stereo not given) | -1%
COCOCCn1cc(CN2CCS(=O)(=O)N(Cc3ccc(-c4ccc(F)cc4)cc3)C(C(C)C)C2=O)nn1 (stereo not given) | 7%
COc1ccc(OC)c(NC(=O)c2nc(SCc3ccc(F)cc3)ncc2Cl)c1 | -8%
COC(=O)Cc1ccc(OCC(=O)NC2CCCC2)cc1 | 7%
COc1ccc(NC(=O)Cn2cc(C(=O)c3ccccc3OC)c(=O)c3ccc(C)nc32)cc1OC | 2%
CCN(Cc1ccc2c(c1)OCO2)C(=O)/C=C/c1cccc(Br)c1 | 4%

Part of the list above in order of length of the SMILES, low to high.
SMILES | aSyn tox rescue
Cc1ccn2cc(CNS(=O)(=O)c3cccs3)nc2c1 | 4%
COc1ccc(Cl)cc1NC(=O)c1sc2nc(-c3ccc(OC)c(OC)c3)ccc2c1N | -7%
Cc1ccc(Cl)cc1N1CCN(C(=O)c2ccc3c(Cl)c4c(nc3c2)CCCC4)CC1 | 11%

Next part:
SMILES | aSyn tox rescue
CSc1nsc2nc(=O)c(/C=C3\C(C)=Nc4ccccc43)c(N)n12 | 3%
COCCCNC(=O)c1c(NC(=O)Cc2coc3cc(C)cc(C)c23)sc2c1CCCC2 | 1%
COc1cc(OC)cc(C(=O)Nc2ccc3nc(N4CCC(C)CC4)cc(C)c3c2)c1 | -4%
O=C(Nc1ccc(S(=O)(=O)N2CCCC2)cc1)c1ccc(Cl)nc1 | 4%
Cc1ccc(-c2nn3c(=O)cc(CN4CCN(S(=O)(=O)c5ccc(Cl)cc5)CC4)nc3s2)cc1 | 12%
Cc1cccc(OCC(=O)Nc2cccc(C(=O)OCc3cc(=O)n4c(C)csc4n3)c2)c1 | 3%
COc1ccc(CCNC(=O)c2c(O)nc3ccccn3c2=O)cc1OC | 4%
CCNC(=S)NNC(=O)c1ccc(=O)n(Cc2ccccc2)c1 | -3%
O=C(Nc1ccc(Cl)cc1)c1ccc(-n2cnnc2)cc1 | -6%
Cc1ccc(C)c(NC(=O)CN(C)C(=O)c2ccc(-c3ccc(Cl)cc3)o2)c1 | 1%
COc1ccc(Cl)cc1NC(=O)c1cc2nc(-c3ccc4c(c3)OCO4)cc(C(F)(F)F)n2n1 | 3%
COc1ccc(-c2cc(C(F)(F)F)n3ncc(-c4ccccc4)c3n2)cc1 | -2%
CCOCCCN(C(=O)c1snc(C(N)=O)c1N)C(C(=O)NC1CCCC1)c1ccc(O)cc1 (stereo not given) | -7%
O=c1cc(COc2ccc(Cl)cc2Cl)nc2scc(-c3ccccc3)n12 | 2%
COc1ccc(S(=O)(=O)NCc2ccncc2)cc1NC(=O)c1ccc(Cl)cc1 | -4%
O=C(CCn1c(=O)c2cccn2c2ccc(F)cc21)NCCc1ccccc1Cl | -1%
Cc1ccc2nc(-c3ccc(NC(=O)C(F)(F)F)cc3)sc2c1 | -6%
COc1ccc2[nH]c(C(=O)Nc3ncc(C)cc3Br)cc2c1 | 1%
CN(C(=O)Nc1ccc(Cl)c(Cl)c1)c1ccccc1C(=O)O | 5%
COc1cc(OC)c(NC(=O)NC(C)c2c(-n3cccc3)sc(C)c2C)cc1Cl (stereo not given) | -12%
CCOc1cc(/C=N/NC(=O)c2c(C)nc3ccc(Cl)cn23)ccc1O | 1%
COc1ccc(-c2cc(-c3ccccc3)c(C#N)c(SCC(O)CS(=O)(=O)Cc3ccccc3)n2)cc1 (stereo not given) | -11%
Cc1cc(C)cc(NC(=O)N2CCC3(CC2)Oc2ccccc2C(=O)N3Cc2ccccc2F)c1 | 2%
CC1CCC(NC(=O)c2ccc(CS(=O)(=O)c3ccc(Cl)cc3)o2)CC1 (stereo not given) | -16%
Cn1nnnc1SCC(=O)Nc1cc(S(=O)(=O)N2CCCC2)ccc1Cl | 3%

Some of the entries so far, tab-delimited.
molecule	aSyn tox rescue
Cc1ccc2c(c1)N(CC(=O)N1CCCCC1)C(=O)C(C)O2 (stereo not given)	8%
Cc1ccc2[nH]c(=O)c3cc(C(=O)N(C)Cc4ccco4)sc3c2c1	6%
COc1ccc(NC(=O)c2ccccc2Cl)c(NC(=O)c2ccco2)c1	8%

6 of the compounds above, in CSV form.
SMILES,aSyn tox rescue
Cc1ccc(C)c(NC(=O)CN(C)C(=O)c2ccc(-c3ccc(Cl)cc3)o2)c1,1%
COc1ccc(Cl)cc1NC(=O)c1cc2nc(-c3ccc4c(c3)OCO4)cc(C(F)(F)F)n2n1,3%
COc1ccc(-c2cc(C(F)(F)F)n3ncc(-c4ccccc4)c3n2)cc1,-2%
CCOCCCN(C(=O)c1snc(C(N)=O)c1N)C(C(=O)NC1CCCC1)c1ccc(O)cc1 (stereo not given),-7%
O=c1cc(COc2ccc(Cl)cc2Cl)nc2scc(-c3ccccc3)n12,2%
COc1ccc(S(=O)(=O)NCc2ccncc2)cc1NC(=O)c1ccc(Cl)cc1,-4%

(continued)
SMILES | aSyn tox rescue
CCn1c(C(=O)N2CCC(C(=O)N3CCN(c4cc(C)ccc4C)CC3)CC2)cc2sccc21 | 15%
CCOc1ccc(-c2nc3c(C#N)c[nH]n3c2NC2CCCCC2)cc1 | 4%
CC(=O)Nc1ccc(NC(=O)[C@@H](NC(=O)c2ccccc2F)C(C)C)cc1 | -1%
O=C(CSc1nc2c([nH]c3ccccc32)c(=O)n1-c1ccccc1)Nc1ccc2c(c1)OCO2 | 3%
CNc1c(NS(=O)(=O)c2ccc(F)cc2)c(=O)oc2ccccc12 | 3%
Cc1cccc(CNC(=O)Cc2csc3ccccc23)c1 | 23%
Cc1cccc(-c2nc(CS(=O)CC(=O)N3CCN(C)CC3)c(C)o2)c1 (stereo not given) | -1%
